M. tuberculosis HTS – M. tuberculosis growth inhibition, HTS (AID 449762); 0.59% of 330,000 active; M. tuberculosis H37Rv growth inhibition, 7H9 media; higher % means a stronger effect; inhibition, % at 25 µM, or IC50 in µM where a hit was titrated; in the data active = a potency from the dose series; inconclusive = inhibition above about 70% without an active follow-up result;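 also: bacterial growth assessed after seven days of incubation; strong numbers were not always called active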
tuberculosis growth – growth inhibition of non-replicating M. tuberculosis (AID 488890) | inhibition, % at 25 µM; hits with a dose series show IC50 in µM | 0.39% of 320,000 active | Mycobacterium tuberculosis non-replicating, growth inhibition; higher % means a stronger effect; in the data active = a potency from the dose series; inconclusive = inhibition mostly from about 82% at the one dose, without a potency; inactive = the rest, 99 in 100 with inhibition below about 76%;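 also: plate controls were DMSO cells for no effect and high antibiotic wells for full effect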
PhoP GFP inhibition – PhoP regulon inhibitors, Salmonella typhi PhoP promoter GFP reporter, confirmatory (AID 1850). Salmonella Typhi PhoP-promoter GFP reporter, fluorescence, 4 h; higher % means a stronger effect. one-dose inhibition, % at 50 µM; IC50 in µM for titrated hits. 0.33% of 310,000 active; in the data active = a potency from the dose series; inconclusive = inhibition mostly from about 25% at the one dose, without a potency; inactive = the rest, 99 in 100 with inhibition below about 19%;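 also: 0% = induced wells with vehicle and 100% = uninduced wells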
inhibitors of VEEV – inhibitors of VEEV TC-83 cytopathic effect, confirmation, Vero cells (AID 588727); Vero cells, VEEV TC-83 cytopathic effect inhibition; higher % means a stronger effect; inhibition, % at 20 µM; hits with a dose series show IC50 in µM; 0.13% of 350,000 active; in the data active = a potency from the dose series; inconclusive = inhibition mostly from about 14% at the one dose, without a potency; inactive = the rest, 99 in 100 with inhibition below about 12%; also: strong numbers were not always called active
influenza NS1A – NS1A inhibition, H1N1 influenza, cell based functional assay (AID 504329); NS1A functional cell-based assay, percent inhibition; higher % means a stronger effect; inhibition, % at 12.5 µM; hits with a dose series show IC50 in µM; 0.3% of 340,000 active; in the data active = a potency from the dose series; inconclusive = inhibition above about 27% without an active follow-up result; also: strong numbers were not always called active
inhibitors of VEEV 10K pilot screen – also measured in inhibitors of VEEV; calls as there; inhibition, %; measured here: 10K pilot screen inhibition
Active calls of the source: *; i = inactive; ? = inconclusive; / = no result given.

SMILES	M. tuberculosis HTS	tuberculosis growth	PhoP GFP inhibition	inhibitors of VEEV	influenza NS1A	others
Cn1cccc1-c1cc(C(=O)N/N=C/c2ccc([N+](=O)[O-])cc2)[nH]n1	12%	-6%	-12%	4.5%	1%
Cc1occc1C(=O)Nc1ccc2c(c1)OCO2	1%	-6%	-4%	i	3%
O=C(O)Cn1cnc2scc(-c3ccccc3)c2c1=O	-7%	-8%	-2%	i	-10%
COc1ccc(CCN2C(=O)C3C4CC(C5C(C(=O)NN)=NOC45)C3C2=O)cc1OC (stereo not given)	4%	4%	5%	i	-1%
Cc1cccc(-n2c(C)nc3cc(C(=O)NCc4ccc5c(c4)OCO5)ccc32)c1	-7%	-5%	-5%	1.9%	3%
Cc1cc(C)nc(Nc2ncc(O)n2-c2ccc(C)c(Cl)c2)n1	4%	?	3%	2.5%	0%
COc1ccc(NC(=O)CCCC(=O)O)cc1Cl	2%	2%	3%	i	-1%
O=[N+]([O-])c1nn(-c2ccccc2)[n+]([O-])c1N1CCN(c2ccccc2)CC1	5%	6%	4%	0.5%	1%
OC(CNCCC1C=Nc2ccccc21)Cn1c2ccc(Cl)cc2c2cc(Cl)ccc21 (stereo not given)	?	?	-5%	i	24%	inhibitors of VEEV 10K pilot screen=0.0
O=C(OCC(=O)N1CCN(c2ccccc2)CC1)c1ccccn1	3%	-3%	5%	i	-13%
CC(=O)c1cccc(NC(=O)N2CCCC2C(=O)Nc2c(C)cccc2C)c1 (stereo not given)	-8%	/	15%	2.0%	-1%
Cc1ccc(S(=O)(=O)Nc2ccc(NC(=O)c3cccs3)cc2)cc1	-1%	18%	8%	i	-5%
C=CCn1c(CCCNC(=O)C(C)(C)C)nc2ccccc21	-5%	-21%	2%	3.2%	-19%
CNC(=S)N(CCc1cccc(C)c1)Cc1cc2cc(OC)c(OC)cc2[nH]c1=O	1%	23%	-2%	5.2%	5%
Cc1ccc(C)c(C(=O)CCC(=O)N2CCN(c3ncccn3)CC2)c1	7%	3%	-4%	1.3%	-31%
O=C(c1ccccc1)N1CCN(Cc2c[nH]c3ccccc23)CC1	-14%	-5%	-7%	1.1%	-12%
CCOc1ccc(CCNC(=O)c2cc3sc(Cl)cc3n2C)cc1OCC	-4%	3%	-14%	4.2%	-3%
CCC1([N+](=O)[O-])COC(c2ccc(C(C)C)cc2)OC1 (stereo not given)	/	/	/	3.1%	-24%
CC12CCC(=O)N1C(C(=O)OCC(=O)Nc1ccc(Cl)c(Cl)c1)CS2 (stereo not given)	4%	15%	10%	1.3%	-1%
Cc1ccc(Sc2nc(C)cc(C)c2S(C)(=O)=O)cc1	-2%	55%	0%	4.7%	-18%
Cc1nc(CSc2nsc(/C=C/N(C)C)c2C#N)cs1	/	/	/	1.2%	3%
O=C(NNC(=O)c1c(F)cccc1F)c1ccccc1-n1cccc1	6%	4%	-1%	0.2%	0%
O=C(CN1CCN(c2ccccc2O)CC1)NC(c1ccccc1)c1ccccc1	5%	7%	-4%	0.3%	2%
COCC(C)N1CCC(n2nccc2NC(=O)CCOc2ccccc2)CC1 (stereo not given)	2%	-8%	-7%	0.8%	6%
Cc1ccc(Nc2c([N+](=O)[O-])c(=O)n(C)c3ccccc23)cc1C	-9%	15%	-13%	4.0%	11%
Cc1ccc(CNC(=O)c2cn(C3CCCC3)c(=O)c3c2c2ccccc2n3C)o1	-4%	/	-10%	/	/
COc1cc(OC)c(Cl)cc1N	65%	17%	-7%	4.3%	16%
O=C(C[C@@H]1C/C=C\C[C@H](NC(=O)OCC2c3ccccc3-c3ccccc32)C(=O)O[C@H](c2ccccc2)CNC1=O)NCCO	3%	71%	/	0.6%	12%
O=C(CC(C(=O)c1ccccc1)c1ccccc1)c1ccccc1 (stereo not given)	/	/	/	13%	-19%
O=C(CSc1nc2c(c(=O)[nH]1)CCC2)Nc1cccc(F)c1	3%	23%	10%	0.8%	3%
COc1ccc(C(=O)NC2CCCCCC2)cc1S(=O)(=O)N1CCOCC1	-20%	-15%	-6%	1.0%	-3%
CC(=O)c1cccc(NC(=O)C2CCN(S(=O)(=O)c3cccs3)CC2)c1	-8%	19%	-15%	2.6%	4%
CC1CN/C(=C\C(=O)c2ccc(Cl)cc2)C(=O)N1 (stereo not given)	2%	7%	3%	8.1%	2%
CCC(C)(C)NC(=O)CCCSc1nc2ccccc2[nH]1	-4%	17%	10%	0.9%	-10%
Cc1ccc(C(=O)C[n+]2cccc(C(N)=O)c2)cc1	8%	18%	16%	1.7%	3%
COc1ccc(OC)c(NC(=O)CN2C(=O)CSc3ccc(S(=O)(=O)N4CCCC4)cc32)c1	0%	20%	2%	0.6%	2%
O=C(CC(c1ccccc1)c1ccccc1O)NCCN1CCOCC1 (stereo not given)	-5%	2%	5%	0.2%	5%
S=C(N/N=C/c1ccccc1)N1CCOCC1	-2%	0%	9%	0.8%	-3%
CO/N=C/c1ccc(N2CCN(C(=O)c3ccc(C)cc3)CC2)c([N+](=O)[O-])c1	39%	24%	-3%	i	8%
O=C(NCc1ccccc1OC(F)(F)F)C1CCC(=O)N(Cc2cccc(F)c2)C1 (stereo not given)	-2%	4%	-1%	10%	-10%
O=c1oc(CCO)cc2ccc(C#Cc3ccsc3)cc12	-6%	-19%	/	2.2%	1%
Cc1ccnc(NC2OC(=O)c3ccccc32)c1 (stereo not given)	-11%	-5%	6%	0.7%	-24%
Cc1ccc2cc(C#N)c(N3CCN(C)CC3)nc2c1	-2%	32%	-11%	2.1%	6%
O=C(NNC(=O)c1cc(Br)c(Br)s1)c1ccncc1	4%	60%	/	0.5%	-7%
CCOc1cc(C2C3=C(CCCC3=O)Nc3ccc4ncccc4c32)ccc1O (stereo not given)	-2%	7%	1%	0.5%	8%	inhibitors of VEEV 10K pilot screen=0.1
COc1ccc(CCNC(=O)/C=C/c2ccc(S(=O)(=O)N3CCOCC3)cc2)cc1	5%	23%	/	2.7%	6%
Nc1nc(-c2cccnc2)nn1C(=O)c1ccc(F)cc1	/	/	/	3.7%	-14%
CC(=O)c1c(C)nn(-c2ccccc2)c1C	-4%	-7%	-4%	5.0%	-23%
Cn1ccnc1C1CCCCN1C(=O)c1cc(COc2ccc(F)cc2Cl)on1 (stereo not given)	46%	8%	6%	2.2%	/
Cc1noc(C)c1S(=O)(=O)Nc1ccc2c(c1)CC(=O)N([C@H](C)CO)C[C@H](C)[C@@H](CN(C)CC1CC1)O2	4%	18%	/	0.6%	-20%
Cc1ccc(N2C(=O)NC(=O)/C(=C/c3ccoc3)C2=O)cc1	/	/	/	0.2%	-4%
COc1ccc(OC)c(CCNC(=O)c2ccc(CS(=O)Cc3ccc(Cl)cc3)o2)c1 (stereo not given)	-5%	4%	9%	1.1%	10%
Cc1ccc(CCNC(=O)C2CCCN(S(=O)(=O)c3c(C)nn(C)c3C)C2)cc1 (stereo not given)	-5%	25%	16%	7.8%	0%
CN=C1C([N+](=O)[O-])=CC=C2C1=NC1(CCCCC1)N2O	-2%	4%	7%	2.0%	9%
Cc1cc(C)nc(NC2=NCC(=O)N2c2cccc(Cl)c2)n1	-15%	59%	-4%	0.6%	-6%
Cc1c(NC(=O)C(C)Sc2n[nH]c(N)n2)c(=O)n(-c2ccccc2)n1C (stereo not given)	-5%	0%	-10%	0.6%	-11%
COCC1CCN(C(=O)c2ccc(OC3CCN(Cc4ccccn4)CC3)cc2)C1 (stereo not given)	-4%	-4%	-2%	0.1%	2%
CC(C)CN(C(=O)c1cccc(S(=O)(=O)N2CCCCC2)c1)C1CCS(=O)(=O)C1 (stereo not given)	7%	11%	-34%	0.3%	6%
Cc1ccc(-c2ccc(/C=N\NC(=O)c3cc4c(ccc5ccccc54)o3)o2)cc1[N+](=O)[O-]	3%	23%	4%	?	-1%
COc1ccc(N(C)C(=O)c2cc3c(Cl)nc4ccccc4c3s2)cc1	-8%	33%	1%	6.4%	-8%
Continuation.
SMILES	M. tuberculosis HTS	tuberculosis growth	PhoP GFP inhibition	inhibitors of VEEV	influenza NS1A	others
Cc1cc(C)c(NC(=O)CCc2c(C)noc2C)c(C)c1	-5%	-7%	/	i	-5%
O=C(CC1SCCNC1=O)Nc1cccc(Cl)c1 (stereo not given)	-3%	-13%	-3%	1.8%	6%
COC(=O)c1c2[n+](cc3cc(OC)c(OC)cc13)CCc1cc(OC)c(OC)cc1-2	0%	9%	6%	i	20%
O=C(c1cccs1)N1CCN(Cc2ccccc2)CC1	-5%	-11%	0%	0.8%	20%
C/C(=N\NC(=S)NCc1ccccc1)c1ccco1	?	?	-8%	0.1%	-5%
Cc1sc2ncn(CC(=O)N(C)C3CCCCC3)c(=O)c2c1C	-3%	-12%	-3%	1.2%	-7%
COc1cccc(N=Nc2c(=O)[nH]n3c(=O)c4c([nH]c23)CCC4)c1	55%	-3%	4%	0.6%	0%
CCS(=O)(=O)c1nc(S(=O)(=O)c2ccc(Cl)cc2)c(N2CCc3ccccc3C2)s1	-6%	20%	-8%	6.8%	6%
Cc1cccc(N(C(=O)c2snc(C(N)=O)c2N)C(C(=O)NC2CCCC2)c2ccc(C)o2)c1 (stereo not given)	2%	15%	-11%	0.9%	-7%
CCOc1nc(-c2ccccc2)ccc1-c1noc(-c2ccncc2)n1	2%	11%	-12%	1.1%	-1%
Cc1ccc(NC(=S)N(Cc2ccccc2)C(C)C)cc1	-5%	-7%	0%	1.4%	/
CC1CCCN(C(=O)COC(=O)C2CCN(S(=O)(=O)c3c(Cl)cccc3Cl)CC2)C1 (stereo not given)	-5%	25%	3%	1.3%	-5%

Random excerpt: 3 entries already listed.
SMILES	M. tuberculosis HTS	tuberculosis growth	PhoP GFP inhibition	inhibitors of VEEV	influenza NS1A	others
C/C(=N\NC(=S)NCc1ccccc1)c1ccco1	?	?	-8%	0.1%	-5%
COC(=O)c1c2[n+](cc3cc(OC)c(OC)cc13)CCc1cc(OC)c(OC)cc1-2	0%	9%	6%	i	20%
COc1cccc(N=Nc2c(=O)[nH]n3c(=O)c4c([nH]c23)CCC4)c1	55%	-3%	4%	0.6%	0%

Back to the main list with the 3 entries that preceded the break.
SMILES	M. tuberculosis HTS	tuberculosis growth	PhoP GFP inhibition	inhibitors of VEEV	influenza NS1A	others
CCOc1nc(-c2ccccc2)ccc1-c1noc(-c2ccncc2)n1	2%	11%	-12%	1.1%	-1%
Cc1ccc(NC(=S)N(Cc2ccccc2)C(C)C)cc1	-5%	-7%	0%	1.4%	/
CC1CCCN(C(=O)COC(=O)C2CCN(S(=O)(=O)c3c(Cl)cccc3Cl)CC2)C1 (stereo not given)	-5%	25%	3%	1.3%	-5%
CC(C)(O)C#Cc1ncc(C(F)(F)F)cc1Cl	5%	32%	-15%	1.5%	-5%
COc1ccc(CCNC(=O)CSCc2n[nH]c(=O)[nH]2)cc1OC	3%	0%	-13%	2.2%	-9%
Cc1cc(/C=C2/NC(=O)N(c3ccccc3)C2=O)c(C)n1C(C)C	8%	29%	-9%	6.8%	12%
COc1ccc(/C=C/C(=O)NC2CCCCCCC2)cc1S(=O)(=O)N1CCOCC1	-6%	-2%	-4%	3.5%	5%
O=C(NC1CCS(=O)(=O)C1)c1ccc(Br)o1 (stereo not given)	-5%	-10%	5%	1.8%	-9%
COc1cc(C(=O)NCC(=O)N/N=C/c2cccc(OC(=O)c3ccco3)c2)cc(OC)c1OC	2%	13%	-3%	0.6%	0%
CCOC(=O)CCCNC(=O)COC(=O)c1ccc(O)cc1	-6%	/	4%	0.8%	3%
O=C(Nc1ccc(F)cc1)c1sc(Cl)nc1-c1ccccc1	3%	1%	-1%	1.1%	-5%
O=C(c1ccco1)N1CCN(Cc2ccc(Br)cc2)CC1	-2%	33%	-16%	0.0%	-20%
Cc1ccsc1C(=O)OC(C)C(=O)Nc1ccc(Cl)cn1 (stereo not given)	0%	20%	/	0.2%	4%
Cc1cccnc1NC(=S)Nc1ccc(F)cc1F	4%	29%	1%	0.1%	-4%
O=C(O)CCCN1C(=O)C2C3c4ccccc4C(c4ccccc43)[C@@H]2C1=O (stereo not given in full)	1%	6%	-20%	i	-5%
O=C(CCn1cnc(-c2ccccc2)c1-c1ccccc1)N/N=C/c1ccccc1O	3%	4%	-3%	5.7%	8%
O=C1CSC(c2cccc([N+](=O)[O-])c2)N1c1ccc(O)cc1 (stereo not given)	-3%	-15%	1%	0.1%	-2%

Ordered by molar mass (rising): some entries from above.
SMILES	M. tuberculosis HTS	tuberculosis growth	PhoP GFP inhibition	inhibitors of VEEV	influenza NS1A	others
Cc1cccnc1NC(=S)Nc1ccc(F)cc1F	4%	29%	1%	0.1%	-4%
O=C(NC1CCS(=O)(=O)C1)c1ccc(Br)o1 (stereo not given)	-5%	-10%	5%	1.8%	-9%
COc1ccc(CCNC(=O)CSCc2n[nH]c(=O)[nH]2)cc1OC	3%	0%	-13%	2.2%	-9%

From PubChem BioAssay

Outcome played no part in choosing rows; about 1.4% have a hit in one of these screens.
